# GPR7 antagonist = human neuropeptides B/W receptor 1 antagonism. P48145. GPR7-expressing cells, fluorescence antagonist assay. inhibition, % at 4.4 µM. 1.1% of 290,000 active. AID 1861; in the data active = inhibition above about 16%, passing the limit was not always enough;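 also: cells stimulated with the agonist NPW; 0% = agonist with vehicle and 100% = vehicle without agonist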
# CHO-K1 Ca antag = counter-screen for M1 antagonists: effect in parental CHO-K1 cells | ATP-induced calcium, Fluo-8 fluorescence | inhibition, % at 3 µM | 0.6% of 360,000 active;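 active = inhibition above a per-plate cutoff, the plate's mean sample inhibition plus 3 SD, cut at about 24% in these data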;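 also: 0% = DMSO plus EC80 ATP and 100% = DMSO alone without ATP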
# V1R ag counter = counter-screen for oxytocin receptor agonists: human V1a receptor agonists; P37288; CHO-V1R cells, Fluo-8 calcium fluorescence, agonist mode; 0% DMSO, 100% 3 nM vasopressin; activation, % at 3 µM; 0.25% of 320,000 active; AID 2797;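 active = activation above the mean activation of all tested compounds plus 3 SD, per screening run, cut at about 20% in these data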;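 also: signal is peak over basal fluorescence ratio across a 100 second FLIPR read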
# Target sequence (P37288 whole entry, looked up): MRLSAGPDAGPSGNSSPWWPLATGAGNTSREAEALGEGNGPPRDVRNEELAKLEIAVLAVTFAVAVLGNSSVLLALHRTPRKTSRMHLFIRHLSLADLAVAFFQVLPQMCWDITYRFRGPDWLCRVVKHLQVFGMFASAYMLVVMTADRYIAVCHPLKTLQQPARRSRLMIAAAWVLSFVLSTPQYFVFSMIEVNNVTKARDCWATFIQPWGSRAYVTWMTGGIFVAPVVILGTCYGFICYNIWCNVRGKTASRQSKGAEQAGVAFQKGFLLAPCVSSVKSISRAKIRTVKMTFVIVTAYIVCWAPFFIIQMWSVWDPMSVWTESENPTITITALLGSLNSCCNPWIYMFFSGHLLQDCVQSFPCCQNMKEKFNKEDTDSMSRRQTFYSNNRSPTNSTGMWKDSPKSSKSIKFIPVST
# OXTR potentiator = potentiates the human oxytocin receptor response. CHO-OTR cells, Fluo-8 calcium fluorescence, potentiator mode; 0% = oxytocin EC15, 100% = EC100. activation, % at 3 µM. 0.061% of 320,000 active;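 active = activation above that plate's cutoff, the mean activation of tested compounds plus 3 SD, cut at about 6.6% in these data, passing the limit was not always enough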;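 also: 100% uses oxytocin at 75 nM as the full agonist control; some results filed as inactive read as strong as hits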
# Target sequence (P30559 whole entry, looked up): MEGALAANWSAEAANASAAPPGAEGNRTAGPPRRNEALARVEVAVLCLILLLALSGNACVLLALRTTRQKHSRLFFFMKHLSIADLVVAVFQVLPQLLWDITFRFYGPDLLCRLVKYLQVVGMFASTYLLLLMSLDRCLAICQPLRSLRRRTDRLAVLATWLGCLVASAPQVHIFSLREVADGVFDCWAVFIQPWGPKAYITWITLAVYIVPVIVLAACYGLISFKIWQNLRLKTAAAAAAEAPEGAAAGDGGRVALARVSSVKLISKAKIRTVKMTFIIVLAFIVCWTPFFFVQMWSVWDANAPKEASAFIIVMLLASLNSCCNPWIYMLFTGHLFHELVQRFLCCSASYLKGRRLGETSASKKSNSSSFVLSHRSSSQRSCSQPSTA
#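 test system = CHO-OTR cells, human receptor | compound = single-point 3.0 µM | schedule = 6 min compound pre-incubation at room temperature, 100 s kinetic read | signal = Fluo-8 no-wash calcium dye fluorescence, excitation 470-495 nm, emission 515-575 nm | repeats = single well per compound, singlicate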
# OXTR ag = human OXTR agonism. AID 2435. P30559. activation, % at 3 µM. 0.32% of 320,000 active. CHO-OTR cells, Fluo-8 calcium fluorescence; normalized: DMSO 0%, oxytocin 100%;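 active = activation above the mean of all tested compounds plus 3 SD, cutoff set per screening run, cut at about 20% in these data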;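 also: peak over basal fluorescence ratio from a 100 s FLIPR kinetic read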
# CHO-K1 Ca PAM = M1 PAM counterscreen hit in parental CHO-K1 cells. activation, % at 3 µM. ATP EC20, Fluo-8 calcium fluorescence; 0% at ATP EC20, 100% at ATP max. 0.02% of 360,000 active. AID 602247;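 active = activation above the run cutoff, the mean activation of all test compounds plus 3 SD, cut at about 40% in these data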;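 also: peak over basal fluorescence ratio in a 140 s read after ATP addition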
# CHO parental Ca = counter-screen for OX1R antagonists: effect in parental CHO cells | parental CHO-K1, ATP-induced calcium, Fluo-8 fluorescence | inhibition, % at 5.6 µM | 0.63% of 330,000 active;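 active = inhibition above that plate's mean sample inhibition plus 3 SD, cut at about 26% in these data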;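 also: 0% = ATP-challenged DMSO wells and 100% = DMSO wells without ATP; some compounds past the cut are filed as inactive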
#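 Material: Parental CHO cells | Reagent: ATP | Compound dosing: Single nominal dose of 5.6 µM per compound | Detection: Intracellular calcium via Fluo-8 no-wash fluorescent dye | Read-out: % inhibition of ATP-induced calcium mobilization | Benchmarks: Low control ATP plus DMSO, high control DMSO only | Replicates: Singlicate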
# M1 ag parental = nonselective activator or artifact in parental CHO-K1 cells. 0.48% of 360,000 active. AID 602248. activation, % at 3 µM. Fluo-8 calcium fluorescence; scaled to maximal ATP response, vehicle zero; in the data active = activation above about 15%;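 also: untransfected CHO-K1 host cells lacking M1 receptor as counterscreen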
# TAAR1 antag = antagonists of human TAAR1; AID 624466; CHO RD-HGA16 TAAR1, Fluo-8 calcium fluorescence, antagonist; inhibition, % at 3 µM; 1.5% of 360,000 active; Q96RJ0;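 active = inhibition above a per-plate cutoff, the mean inhibition of test compounds on that plate plus 3 SD, cut at about 49% in these data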;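 also: 0% = DMSO plus EC80 beta-PEA response and 100% = DMSO alone without agonist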
#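 Test system: CHO RD-HGA16 cells bearing hTAAR1 | Reagent: β-PEA, EC80 | Compound dosing: 3 µM, single point | Schedule: Dye loading 75 min at 37 °C, then 30 min room temperature | Signal: Calcium fluorescence with Fluo-8 | Evaluation: Percent inhibition of PEA-evoked calcium signal, max/basal emission ratio | Control set: DMSO-only wells and EC80 β-PEA-stimulated wells | Repeats: Singlicate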
# Starred values were filed as active, the others as inactive; · = not tested or not shown. Hits appear at their usual frequency; about 3.5% have a hit in one of these screens.
SMILES	CHO parental Ca	M1 ag parental	OXTR ag	TAAR1 antag	GPR7 antagonist	OXTR potentiator	CHO-K1 Ca PAM	V1R ag counter	CHO-K1 Ca antag
CCSc1nnc2nc(C)cc(C)n12	-4	-0.3	-0.7	-5	6	3	1	-0.2	-2
CCN(CC)C(=O)CSc1nnc(-c2ccccn2)n1-c1ccccc1OC	-9	0.4	-0.3	0	-6	-2	11	0.3	-12
CC(C)C[C@H]1CN(CCCC[C@@H]2CNC(=O)C(=O)N2CCc2ccccc2)C(=O)C(=O)N1CCc1ccccc1	·	0.9	·	0	·	·	4	·	-13
CCOC(=O)N1CCN(C(=O)/C=C/c2ccc(OC)cc2)CC1	-12	0.4	-1.1	13	-6	-2	11	0.3	-8
O=C(Cc1ccccc1)N/N=C/c1ccc(-c2ccc([N+](=O)[O-])cc2)o1	-11	1.6	-1.4	17	-10	-8	27	-0.8	-6
O=[N+]([O-])c1cccc(S(=O)(=O)NCc2ccccn2)c1	-1	0.8	1.4	1	0	-5	1	1.6	-2
COc1cccc(NC(=O)CSc2ncnc3c2oc2ccccc23)c1	-5	0.1	0.9	21	-10	-7	21	3.1	-16
CNC(=O)C1CCC(=O)N1Cc1c[nH]c2ccccc12 (stereo not drawn)	·	0.1	·	4	·	·	3	·	11
Cc1cc2oc(=O)cc(CSc3nc(N)cc(N)n3)c2cc1C(C)C	-21	1.1	-2.0	22	-6	-4	20	-0.1	-12
Cc1cc[n+](CC(=O)c2cc3ccccc3oc2=O)cc1	-6	0.5	2.2	-18	10	-7	17	2.1	-3
C[C@@H]1CCCCO[C@@H](CN(C)S(=O)(=O)c2ccc(F)cc2)[C@@H](C)CN([C@H](C)CO)C(=O)c2cc(NC(=O)c3ccccc3)ccc2O1	·	-0.2	·	5	·	·	6	·	1
Cc1ccc(CN2CC(N3CC=CC3)CS2(=O)=O)cc1 (stereo not drawn)	·	0.0	·	-35	·	·	-3	·	21
N#CC(c1cccc(Cl)c1)c1ncc(C(F)(F)F)cc1Cl (stereo not drawn)	-16	-0.1	-1.8	6	-9	-2	6	-1.4	3
CCOc1ccc(C(C)=O)cc1Cn1c(=O)oc2ccccc21	-22	5.7	1.2	-14	15	-10	10	2.0	-5
CC1(c2cccc(Br)c2)NC(=O)NC1=O (stereo not drawn)	2	1.4	1.6	-12	-1	-5	13	0.6	-13
Cc1ccc(C(=O)NC2CC3CCC(C2)N3C)cc1 (stereo not drawn)	0	0.7	0.4	-7	·	0	-1	-0.2	-9
Cc1noc(C)c1CSc1ccc(Br)cc1	6	0.4	-1.7	-17	-6	2	11	-0.5	-22
COc1cc(OC)cc(-c2c(C#Cc3ccsc3)c3cc(-c4ccccc4OC)ccc3n2C)c1	-1	-0.2	1.7	-1	·	0	27	0.5	-18
CCCCCC(O)(c1ccc(OC)cc1)C(CN1CCOCC1)c1ccccc1 (stereo not drawn)	-31	0.5	-1.7	-2	-1	-2	-8	24*	-18
O=C(CNc1ccc2ccccc2c1)N/N=C/c1ccccn1	-1	0.3	4.6	-33	-4	-10	-5	2.6	4
Cc1ccc(C(=O)c2ccc(N3CCOCC3)c(F)c2)cc1	-3	1.3	2.7	30	-4	-16	-5	4.7	-1
CCc1ccc(/C=C2/SC(=S)N(CCC(=O)Nc3ccc(C(=O)O)cc3)C2=O)cc1	0	0.8	0.7	-10	-7	-4	9	0.7	-8
CC1CCN(c2c(NCC3CCC(C(=O)NCCc4ccccc4)CC3)c(=O)c2=O)CC1 (stereo not drawn)	-3	-0.5	-1.0	-31	5	-5	-4	-0.1	1
COc1cc(CN2CCN(C(=O)c3ccccc3F)CC2)cc(OC)c1OC	·	0.4	·	-1	-12	·	-1	·	9
Cc1noc(C)c1COC(=O)c1cc2c3ccccc3n(C)c2s1	-28	0.2	-1.2	15	-11	-8	12	0.4	3
O=C(CCSCc1ccccc1Cl)N1CCN(c2ccccn2)CC1	-17	2.2	-1.3	6	-6	-9	24	-0.7	-11
O=C(COC(=O)c1ccccc1Br)Nc1cc(S(=O)(=O)N2CCOCC2)ccc1N1CCCC1	-3	1.3	-2.0	7	-2	2	13	-1.4	-15
Clc1cccc(CON/C=N/c2ncnc3sccc23)c1	-9	3.4	2.1	4	37*	-16	2	5.4	4
COc1ccc(S(=O)(=O)N2CCC(C(=O)NCCC(=O)Nc3nccs3)CC2)cc1	-5	0.2	0.1	-20	-8	-8	2	0.9	-8
COc1cccc(C(C2=C(O)CC(C)(C)CC2=O)C2C(=O)CC(C)(C)CC2=O)c1 (stereo not drawn)	-1	-0.6	-0.8	-6	4	2	12	-0.7	17
O=C(NC(=S)N1CCN(C2CCCCC2)CC1)c1ccccc1	10	0.1	-1.4	-16	-7	0	14	-1.1	-7
CC1=C(C#N)C(=O)NC(=O)/C1=C/c1ccc(-c2ccc(S(N)(=O)=O)cc2)o1	1	2.4	0.4	-2	-10	2	13	0.3	-2
Cn1c(=O)c(C(=O)Nc2ccccn2)c(O)c2ccccc21	-7	0.4	-0.1	1	-20	-5	16	1.4	-10
CC(=C/C(=O)O)/C=C/c1ccco1	-1	0.3	1.0	0	-15	-2	8	1.9	2
CCC/C=C(\CCC)C(NC(=O)c1ccc(C(=O)OC)cc1)c1ccc(C(=O)OC)cc1 (stereo not drawn)	-21	·	-0.7	2	·	-5	·	1.0	·
COc1ccc(OC)c(C2=NS(=O)(=O)N(C)C(C(=O)Nc3ccc(C(C)=O)cc3)=C2)c1	-7	1.7	0.4	-11	7	-5	16	3.4	-17
Cc1nnc(NC(=O)CSc2nccn2-c2cccc(C)c2C)s1	-3	0.8	1.9	-14	1	-6	-5	3.9	5
CC(C)Cn1c(CCCNC(=O)c2ccco2)nc2ccccc21	-11	0.8	-1.2	-4	-4	3	6	-0.1	-4
C/C(Cl)=C/Cn1c(N2CCCC2)nc2c1c(=O)[nH]c(=O)n2C	-7	-0.2	-0.2	-4	-22	-1	-19	-0.1	12
CCCCOC(=O)C1=C(C)N(C)C(=O)NC1c1cc2c(cc1Br)OCO2 (stereo not drawn)	·	0.8	·	-18	·	·	25	·	-13
CCCSC1=NN2CCCC(=O)N=C2S1	-2	-0.2	-0.1	-8	14	-6	14	0.0	-11
CCN(CC)Cc1c(C(=O)N/N=C/c2ccc(OCc3ccccc3C)cc2)nnn1-c1nonc1N	-15	-0.1	-1.0	-4	-33	-2	-12	1.8	-2
O=C(CNC(=O)c1cccs1)N/N=C/c1c[nH]c2ccccc12	8	0.0	0.1	5	-3	-11	7	0.2	-4
C/C(=N/OC(=O)c1cccc(C(F)(F)F)c1)c1cnccn1	-5	0.1	1.0	13	-1	-2	2	-0.7	-1
Cc1cc(NC(=O)c2ccc(C)c(C)c2)no1	-11	0.4	-1.0	-7	8	-14	12	-0.1	-6
CC(=O)Nc1ccc(S(=O)(=O)Nc2cccc3cccnc23)cc1	8	5.7	6.0	-11	3	-13	8	4.4	-12
COc1ccncc1-c1csc(C(O)c2ccccc2)n1 (stereo not drawn)	·	3.7	·	-7	·	·	-3	·	10
COC(=O)CCc1nc2ccccc2nc1OC	17	0.3	0.1	-18	-9	-6	7	1.3	-8
O=C(CSc1nnc(-c2c[nH]c3ccccc23)o1)c1ccc(-c2ccccc2)cc1	0	0.0	-0.2	29	-6	-6	-13	0.3	14
O=S(=O)(NCCN1CCOCC1)c1ccc(F)c(Cl)c1	0	3.3	0.6	-11	2	-11	20	1.4	-13

# Next section
SMILES	CHO parental Ca	M1 ag parental	OXTR ag	TAAR1 antag	GPR7 antagonist	OXTR potentiator	CHO-K1 Ca PAM	V1R ag counter	CHO-K1 Ca antag
Cc1ccc2cc(CN(Cc3ccco3)C(=O)NC3CCCCC3)c(=O)[nH]c2c1C	-27	1.8	-1.8	10	-10	-3	-3	0.4	-16
O=[N+]([O-])c1ccccc1OCCCOc1cccc2cccnc12	-21	2.7	-1.2	-21	-14	3	-8	1.2	-5
CCOC(=O)/C=C/c1ccc2oc3ccccc3c(=O)c2c1	-18	0.3	-1.0	-9	-1	-14	-3	0.0	-2
c1csc(Cn2c(-c3cccs3)nc3ccccc32)c1	-14	0.1	-1.6	20	-9	-1	7	-1.8	21
O=C(CNC1CCCCC1)Nc1cc(S(=O)(=O)N2CCOCC2)ccc1Cl	0	5.6	-1.2	-17	-8	-7	4	0.1	-3
COc1ccccc1-n1cc(CN2CCCC(CO)(Cc3cccc(Cl)c3)C2)cn1 (stereo not drawn)	-22	4.4	4.0	-25	4	-5	20	1.3	-13
CC(CCc1ccco1)NC(=O)Cn1ncc2c1-c1ccccc1OC2 (stereo not drawn)	0	-0.3	-0.1	-10	-5	-6	4	-0.2	2
CCc1ccc2c(CN3CCC(C(=O)OC)CC3)cc(=O)oc2c1	-7	3.6	-1.6	-25	3	-8	-6	-1.1	-2
CCCN(Cc1cc(=O)[nH]c2ccccc12)C(=O)CC	-14	0.8	-0.1	-13	-7	-2	19	0.7	-10
O=C(Nc1nc2c(Cl)ccc(Cl)c2s1)c1ccco1	8	1.2	8.0	70*	-5	-8	-4	1.3	5
COc1cc(NC(=S)N2CCN(C(c3ccccc3)c3ccccc3)CC2)cc(OC)c1	-16	-0.1	-0.5	7	-1	-15	3	0.1	-3
CCC(C)NC(=O)C1CCCN(S(=O)(=O)c2ccc3c(c2)CC(C)N3C(=O)C2CC2)C1 (stereo not drawn)	-6	-0.7	-0.6	6	-5	-6	14	2.8	-1
O=C(OCCN(C1=NS(=O)(=O)c2ccccc21)c1ccc(Cl)cc1)c1ccco1	-16	0.6	-2.0	1	1	-17	3	-0.5	-2
CCC(C)(C)C1CCC2(CC1)NC(=O)N(CC(=O)NCCc1c[nH]c3ccccc13)C2=O (stereo not drawn)	-28	0.4	-0.8	-29	·	-4	23	-0.9	-22
COc1ccc(C(=O)NNC(=O)CN2CCC(n3nnc4cc(F)ccc43)CC2)cc1	-21	-1.0	-1.3	-6	5	5	30	0.1	-11
Cc1cccc(-c2nc(CN3CCCC(C(=O)NC4CCCC4)C3)c(C)o2)c1 (stereo not drawn)	-15	0.7	2.2	-10	-13	0	8	2.3	9
Cc1ccccc1NS(=O)(=O)c1ccc(C(=O)N2CCN(S(=O)(=O)c3ccccc3)CC2)cc1	-1	1.0	2.6	49	·	-11	-7	4.5	-2
CCCCOC(=O)CCc1c(C)[nH]c(=S)[nH]c1=O	-6	-0.4	-0.5	12	-4	-3	1	-1.1	7
CN(C)c1cccc(CNC(=O)c2ccc3sc([C@@H]4O[C@H](CO)[C@H](O)[C@H](O)[C@H]4O)nc3c2)c1	·	-0.5	·	-6	·	·	-1	·	10
